Source: PubChem BioAssay
SUMO Mot1 rescue: yeast Mot1-301 growth rescue at high temperature, primary screen, SUMOylation pathway inhibitor project, S. cerevisiae, ATP luminescence, 38.5C; hit rate 1% among 320,000; S. cerevisiae Mot1-301 growth rescue; percent above DMSO median, 100 means doubled; growth rescue, % at 18.8 µM;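 active = every valid replicate shows activation above 250% relative to neutral control wells; inactive = the rest, any valid replicate at or below 250%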;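 note: OY570 slx delta 5 strain wells were the positive control but not used for scaling; some compounds called inactive have numbers as strong as hits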
MOR-DOR ag: agonists of OPRM1-OPRD1 heterodimerization, primary screen, cell-based, luminescence; hit rate 0.3% among 340,000; cells; Mu-type opioid receptor (Homo sapiens) + Delta-type opioid receptor (Homo sapiens), …; activation, % at 9.3 µM; in the data active = activation above about 18%;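 note: 0% = vehicle-treated cells and 100% = reference agonist; values of inactives mirror those of a sister screen read the other way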
phage Ecoli inh: growth loss of phage-infected E. coli, primary screen, RecBCD inhibitor project, absorbance, with phage, HTS; inhibition, % at 11.9 µM; hit rate 0.26% among 360,000; in the data active = inhibition above about 11%
AddAB inh: growth inhibition of E. coli expressing H. pylori AddAB, primary screen, AddAB inhibitor project, absorbance. inhibition, % at 11.9 µM. hit rate 0.29% among 330,000; in the data active = inhibition above about 12%;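 note: 0% = vehicle wells of infected cells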
MOR-DOR inv ag: inverse agonists of MOR-DOR heterodimerization, primary screen, cell-based, luminescence | hit rate 0.21% among 340,000 | Mu-type opioid receptor (Homo sapiens) + Delta-type opioid receptor (Homo sapiens), … | inhibition, % at 9.3 µM | cell-based MOR-DOR heterodimer luminescence, inverse agonism; in the data active = inhibition above about 22%, passing the limit was not always enough;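 note: 0% = cells with DMSO and 100% = wells without cells with DMSO; values of inactives mirror those of a sister screen read the other way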
Tat transport: E. coli Tat export inhibitors, primary screen, MC4100, TorA-mCherry reporter, fluorescence, single point; inhibition, % at 10 µM; hit rate 0.036% among 340,000;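 active = mean replicate inhibition at least 50% and at least half of replicates individually reaching 50%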;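 note: exported cargo escapes ClpAP degradation while cytoplasmic cargo is degraded and loses fluorescence; 0% = median of neutral control wells and 100% = median of NaSCN control wells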
Ecoli viability: E. coli V3065 growth inhibition, primary screen, counter-screen for AddAB inhibitor project, absorbance, OD600 | 18 h | inhibition, % at 11.9 µM | hit rate 0.27% among 330,000 | AID 449728, 2010;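 active = inhibition above the campaign's mean inhibition across all tested compounds plus 3 SD, cut at about 9.9% in these data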;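 note: uninfected addAB+ strain grown without phage in ampicillin broth; 0% = DMSO wells and 100% = ciprofloxacin 0.95 µg/ml wells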
PfHsp90 set2: growth inhibition of PfHsp90-expressing yeast, primary screen, antimalarial PfHsp90 inhibitor project, S. cerevisiae, BacTiter-Glo luminescence, single point, set 2; BacTiter-Glo ATP, 48 h; yeast lacking PDR1 and PDR3 efflux regulators; inhibition, % at 9.4 µM; hit rate 0.32% among 310,000; AID 504621, 2011;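 active = every replicate shows inhibition above about 80%, whatever the replicate mean, limit read from the data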;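 note: 0% = DMSO neutral controls and 100% = 20 µM radicicol positive controls; yeast relying on Plasmodium falciparum Hsp90 in place of its own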
Arr AP2 block: inhibitors of beta-arrestin/AP2 binding, primary screen, biochemical, GPCR trafficking, flow cytometry. beta-arrestin 1 C-terminal peptide binding to AP2 beta2-adaptin appendage (human). FITC-arrestin peptide / GST-AP2 beads; AP2 beta2 appendage carries R879A mutation. inhibition, % at 10 µM. hit rate 0.31% among 340,000. AID 504490, 2011;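 active = inhibition above a set limit, near 3 SD of compounds lacking own fluorescence, cut at about 54% in these data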;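 note: plate controls were DMSO wells for no effect and 5 µM unlabelled arrestin peptide for full effect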
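Material – GST-tagged AP2 beta2-adaptin appendage (R879A) on 4 µm glutathione beads · Probe or stimulus – fluorescein-tagged arrestin peptide at 50 nM final · Timing – 12 min plus 1 h, RT · Detection – bead flow cytometry, FITC channel · Read-out basis – inhibition as reduced fluorescein signal on beads, percent · Medium – PBS plus Tween 20 (0.05%) and BSA (0.1%)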
PKA-R1A activ: activators of PKA-R1A holoenzyme, primary screen, biochemical, fluorescence polarization, Cy5-IP20, bovine R1A, mouse PKAc. AID 504707, 2011. activation, % at 11.4 µM. cAMP-dependent protein kinase type I-alpha regulatory subunit (Bos taurus) + …. PKA-R1A dissociation; scaled: DMSO 0%, 113 µM cGMP 100%. hit rate 0.083% among 340,000;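 active = percent activation above the mean of all tested compounds plus 3 SD, cut at about 19% in these data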;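 note: higher means more PKAc released from R1A so a rise in polarization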
Pemphigus Ab inh: inhibitors of pemphigus antibody binding to DSG3, primary screen, biochemical, bead-based, flow cytometry, scFv-GFP | Desmoglein-3 (Homo sapiens), P32926 | DSG3-coupled beads, scFv-anti-DSG3-GFP binding; hits give low values | binding (percent of control), % at 10 µM | hit rate 0.48% among 310,000;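 active = binding more than 3 SD below its plate's average and above zero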;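 note: hits lower antibody fragment binding to DSG3; some compounds called inactive have numbers as strong as hits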
Target sequence (P32926 whole entry, looked up, the tested form may be a part): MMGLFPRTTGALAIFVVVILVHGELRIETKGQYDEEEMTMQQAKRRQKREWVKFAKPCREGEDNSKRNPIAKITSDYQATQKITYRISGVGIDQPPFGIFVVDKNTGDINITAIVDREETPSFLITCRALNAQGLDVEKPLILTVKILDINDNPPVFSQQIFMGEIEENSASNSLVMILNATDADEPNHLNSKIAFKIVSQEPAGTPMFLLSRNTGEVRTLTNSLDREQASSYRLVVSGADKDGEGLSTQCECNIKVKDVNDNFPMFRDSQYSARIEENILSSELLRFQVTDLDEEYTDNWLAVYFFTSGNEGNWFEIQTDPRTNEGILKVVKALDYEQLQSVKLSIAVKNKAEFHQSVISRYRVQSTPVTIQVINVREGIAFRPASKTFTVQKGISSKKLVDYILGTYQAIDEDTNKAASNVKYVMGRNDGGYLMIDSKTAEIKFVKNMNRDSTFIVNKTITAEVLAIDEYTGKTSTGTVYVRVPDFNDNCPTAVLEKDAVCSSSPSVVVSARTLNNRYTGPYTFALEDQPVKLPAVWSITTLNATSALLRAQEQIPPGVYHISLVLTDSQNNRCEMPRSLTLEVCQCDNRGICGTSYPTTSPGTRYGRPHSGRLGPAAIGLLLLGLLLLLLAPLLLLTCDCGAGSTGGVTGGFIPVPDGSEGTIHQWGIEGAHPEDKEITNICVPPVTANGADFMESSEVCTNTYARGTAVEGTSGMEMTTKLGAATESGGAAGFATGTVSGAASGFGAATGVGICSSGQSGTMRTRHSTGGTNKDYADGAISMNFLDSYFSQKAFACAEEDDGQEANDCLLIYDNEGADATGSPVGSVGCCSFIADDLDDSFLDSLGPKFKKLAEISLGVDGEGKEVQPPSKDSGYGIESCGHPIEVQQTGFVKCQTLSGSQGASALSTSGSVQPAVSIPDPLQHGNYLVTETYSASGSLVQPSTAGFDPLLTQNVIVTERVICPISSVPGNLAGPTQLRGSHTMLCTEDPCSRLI
An asterisk follows results filed as active; nt = not tested or not shown. No enrichment for hits. About 2.8% of those tested had a hit in this group.

SMILES	SUMO Mot1 rescue	MOR-DOR ag	phage Ecoli inh	AddAB inh	MOR-DOR inv ag	Tat transport	Ecoli viability	PfHsp90 set2	Arr AP2 block	PKA-R1A activ	Pemphigus Ab inh
CC(=O)Nc1ccc(NCc2cccs2)cc1	34	-0.6	1.9	-0.9	3	0	-1.0	13	0	-1	96
CCN(CC)c1ccc(N2C(=O)C3CCCCC3C2=O)cc1[N+](=O)[O-] (stereo unspecified)	-3	-1.5	2.0	1.4	8	-9	-1.9	7	1	-7	109
Cc1ccc(C)c(S(=O)(=O)Nc2ccc(C(=O)N3CCCCC3)cc2)c1	1	-0.6	1.2	-0.3	3	-3	-0.1	-7	30	-4	99
COc1ccccc1N1CCN(C2CCCN(C(=O)c3csc(C)n3)C2)CC1 (stereo unspecified)	-1	-0.7	1.2	nt	5	-2	nt	7	44	-16	98
COc1cc2cc(CCCOC(=O)c3ccc4c(c3)OCO4)oc(=O)c2cc1OC	4	-2.0	2.5	2.7	12	-25	1.3	-2	nt	-4	103
CCc1nnc(NS(=O)(=O)c2ccc(NC(=O)c3cc(Cl)ccc3[N+](=O)[O-])cc2)s1	7	-1.0	3.0	nt	4	-1	nt	7	23	0	106
O=C(NCCCn1ccnc1)c1ccncc1	14	-2.3	1.9	-1.6	11	-4	0.0	-29	9	5	81
Cc1cc(C)nc(NC(=O)Nc2ccccc2C(F)(F)F)n1	-6	3.1	2.5	-1.1	-17	1	-1.9	3	11	-1	96
CC1CCC(NC(=O)c2cccc(S(=O)(=O)N3CCN(c4ccccc4)CC3)c2)CC1 (stereo unspecified)	10	-2.4	1.2	-0.8	13	0	0.2	-17	0	5	99
O=C(NC(=S)Nc1ccccc1N1CCCCC1)c1ccc(-c2cccc([N+](=O)[O-])c2)o1	nt	1.2	3.4	2.3	-6	-2	0.6	-17	6	5	nt
CC(=O)Nc1ccc(S(=O)(=O)c2c(N)n(CCN3CCOCC3)c3nc4ccccc4nc23)cc1	7	1.4	1.4	2.8	-6	-8	0.5	-1	14	-4	98
O=C(CSCC(=O)NC1CC1)Nc1ccc2ccccc2c1	nt	-1.3	-0.1	nt	8	-3	nt	9	10	7	105
COc1ccc(CCc2nnc(CCC(=O)NCc3cc(C(C)C)no3)o2)cc1	-2	-1.4	2.0	2.7	10	1	2.1	9	-1	0	108
CCOC(=O)CC1C(=O)NCCN1S(=O)(=O)c1cccc(C(F)(F)F)c1 (stereo unspecified)	349	-1.3	2.6	0.8	7	4	2.6	8	1	-14	101
CCOC(=O)c1cc2sccc2n1CC(=O)OC(C)C	8	0.9	3.9	1.3	-5	-2	0.1	-14	9	-3	99
CC(C)(C)NC(=O)C(OC(=O)c1cccs1)c1ccc(C#N)cc1 (stereo unspecified)	-11	-1.4	3.7	-0.4	6	1	-0.7	-32	-10	0	nt
CCOc1ccc(NC(=O)N2CCN(Cc3ccc4c(c3)OCO4)CC2)cc1	-1	-4.7	4.4	-1.2	23	-11	-1.6	-10	-2	-1	80
CCOC(=O)c1cnn(-c2nc(SC)nc3sc4c(c23)CCC4)c1N	-3	-2.4	1.7	2.4	11	4	-1.3	21	-3	2	77
COc1ccc(C2c3[nH]c4ccccc4c3C[C@H]3C(=O)N(c4ccccc4C(=O)NCCN4CCOCC4)C(=O)N23)cc1 (stereo partly specified)	-3	-5.2	-0.1	0.3	26	-4	-2.8	10	-1	-5	nt
Cn1ncc2c(Nc3ccccc3Br)ncnc21	-20	-2.1	2.7	1.6	9	-8	-2.4	10	-2	-4	117
CCOC(=O)C1CCN(C(=O)Cn2c(=O)c3cccn3c3cccnc32)CC1	-2	-0.1	-0.3	0.8	1	-6	0.5	-10	6	9	100
Cc1noc(C)c1CS(=O)(=O)Cc1ccc(Cl)cc1	6	nt	1.6	1.8	nt	-9	-1.6	-16	15	nt	107
CN(c1ncc(C(F)(F)F)cc1Cl)n1cc(C(=O)O)c2ccccc2c1=O	-3	0.5	-0.2	0.4	-3	-1	-0.5	4	-2	2	98
CCOC(=O)c1c(-c2cccs2)csc1N	512	0.8	3.2	0.8	-4	4	-0.1	16	-3	-7	83
CN(C)S(=O)(=O)N1CCN(CC(=O)Nc2cc(Cl)ccc2Cl)CC1	-7	-0.8	3.2	0.9	5	1	-1.7	33	-3	0	104
SMILES	SUMO Mot1 rescue	MOR-DOR ag	phage Ecoli inh	AddAB inh	MOR-DOR inv ag	Tat transport	Ecoli viability	PfHsp90 set2	Arr AP2 block	PKA-R1A activ	Pemphigus Ab inh
N#Cc1c(Oc2ccc3ccccc3c2)sc(C(=O)c2ccccc2)c1N	-14	-0.5	4.4	3.6	2	0	-0.7	6	-2	2	108
CCOC(=O)C1CCN(C(=O)COC(=O)CNC(=O)c2ccc(C(C)(C)C)cc2)CC1	11	-2.3	1.9	-1.0	12	1	-0.7	nt	0	5	83
CNC(=S)N(Cc1ccco1)Cc1cc2cc(OC)c(OC)cc2[nH]c1=O	39	-1.9	0.6	-0.3	10	0	0.8	nt	-7	-4	125
CC(Nc1cccc2ccccc12)C(=O)N/N=C/c1ccccn1 (stereo unspecified)	63	8.8	-1.6	-4.9	-41	8	-5.0	-8	6	-3	118
O=C(O)c1[nH]nc2c1COc1ccccc1-2	102	-1.7	1.5	3.6	9	2	-1.3	nt	-10	-11	103
C=CS(=O)(=O)N(Cc1ccccc1)[C@H](CO)CC(C)C	nt	-0.2	0.6	nt	1	1	nt	6	0	-9	110
Cc1ccc(S(=O)(=O)N(C)C)cc1NC(=S)N(C)C1CCN(C)CC1	150	-1.2	2.5	-1.0	6	2	-1.9	-11	3	5	103
CCCCCCSc1cccc(-c2nc3cc(C)ccn3c2NCc2ccccc2)c1	6	0.6	2.8	1.6	-3	0	5.1	12	5	10	107
COc1cc(S(=O)(=O)N2CCN(C(=O)c3ccco3)CC2)ccc1Cl	-5	-2.2	1.7	1.8	11	1	1.0	5	-4	-11	104
CC(=O)C1=C(O)C(=O)N(CO)C1c1ccccc1F (stereo unspecified)	120	-0.5	3.0	1.3	3	11	2.6	nt	-1	-3	101
Cc1c(NC(=O)Nc2ccc(F)cc2F)c(=O)n(-c2ccccc2)n1C	14	-2.9	0.7	2.3	15	-6	2.3	7	1	-19	nt
O=C(COC(=O)c1ccc2ncsc2c1)NCc1ccc(F)cc1	0	-2.1	1.1	-0.9	9	2	-1.1	-19	-11	-10	nt
CC(=O)c1cccc(S(=O)(=O)N2CCC(C(=O)OC3CCOC3=O)CC2)c1 (stereo unspecified)	19	-0.9	1.2	0.1	4	-9	-2.1	-5	-12	-9	102
C[C@H](CO)N1C[C@H](C)[C@@H](CN(C)Cc2ccncc2)Oc2c(NC(=O)Cc3ccccc3)cccc2C1=O	12	-0.9	2.5	3.9	5	4	-0.1	-3	6	4	103
N#CCCN(CCC#N)S(=O)(=O)c1ccc(C(=O)Nc2nc(-c3ccccc3)c(C(=O)c3ccccc3)s2)cc1	3	-2.9	1.8	1.5	16	-1	-2.2	-8	-3	1	102
CC(Oc1ccc(Br)cc1)C(=O)Nc1ccncc1 (stereo unspecified)	29	0.7	5.3	-1.3	-4	5	-1.1	16	16	4	99
CC(OC(=O)c1cc(Br)ccc1O)C(=O)Nc1ccc(S(=O)(=O)N2CCCC2)cc1 (stereo unspecified)	-13	7.9	7.3	0.7	-43	0	-1.2	19	8	0	105
Clc1cccc(Cl)c1CNCCCSc1ncccn1	1	-3.1	2.1	2.5	15	-1	-1.6	3	39	-5	120
CC(C)Oc1ccccc1OCCCOc1cccc2cccnc12	395	2.5	3.1	1.3	-12	2	-0.5	26	-15	-2	97
COCCNC(=O)CCn1nc(-c2ccc(C)cc2)c2ccccc2c1=O	-15	-4.3	0.2	0.5	20	4	-1.2	21	3	-1	112
O=C(Cc1ccc(Br)cc1)Nc1nc2ccccc2[nH]1	515	7.0	1.5	1.0	-36	-2	-2.0	-5	7	-12	98
CCOc1ccccc1C=NNC(=O)CCCCC(=O)NN=Cc1ccccc1OCC	nt	-3.6	3.6	nt	18	0	nt	nt	7	-2	100
O/N=C/c1cc(Br)ccc1OCc1ccccc1F	1	6.3	2.4	-0.5	-37	9	2.3	-43	19	-16	113
CCN(CC(=O)NCc1cccs1)C(=O)CCOc1ccccc1	17	-0.7	1.3	1.1	3	-3	-0.7	-7	-10	-1	97
CC(C(=O)NCc1ccccn1)N1C(=O)c2ccccc2C1=O (stereo unspecified)	5	-2.3	0.2	2.6	14	6	0.1	-11	-2	-4	121
SMILES	SUMO Mot1 rescue	MOR-DOR ag	phage Ecoli inh	AddAB inh	MOR-DOR inv ag	Tat transport	Ecoli viability	PfHsp90 set2	Arr AP2 block	PKA-R1A activ	Pemphigus Ab inh
O=C(Cc1c(F)c(F)c(F)c(F)c1F)OC12CC3CC(C1)C(=O)C(C3)C2	1	5.8	1.9	2.4	-35	-5	0.9	nt	-1	8	108
Cc1cc(O)c(C(C)C)cc1NC(=S)Nc1cc(C(C)C)c(O)cc1C	nt	3.0	1.1	nt	-14	2	nt	-13	5	-5	nt
CCOC(=O)/C(C#N)=C/C1=C(N2CCCC2)CC(C)(C)OC1	-5	-3.0	1.7	5.5	15	2	-1.5	-5	-4	-3	100
CCN(c1ccccc1)S(=O)(=O)c1ccc(C(=O)Nc2nnc(COC)o2)cc1	6	-3.5	-2.4	0.7	15	1	-1.9	24	-2	0	108
COc1ccc(-c2nnc(SCC(=O)Nc3sc4c(c3C#N)CCCC4)n2-c2ccccc2)cc1	-13	-1.9	0.5	-0.1	11	0	-0.4	-33	-3	2	93
CC(=O)Nc1ccc(N(C(=O)Cn2nnc3ccccc32)C(C(=O)NC2CCCC2)c2ccc(O)c(O)c2)cc1 (stereo unspecified)	0	0.2	5.3	1.9	-1	8	-0.7	-4	37	-4	105
Cc1ccccc1-n1c(-c2ccc(=O)[nH]n2)n[nH]c1=S	-25	-5.5	3.0	5.7	26	2	1.6	19	-10	-2	103
Cc1ccc(OCC(=O)NCCCNC(=O)c2ccco2)cc1C	-3	-0.3	-1.8	1.8	3	1	-1.7	-49	-7	-10	nt
